Ba/F3 V617F tox – lowers viability of Ba/F3 cells expressing EpoR and JAK2V617F | AID 1446 | inhibition, % at 5.6 µM | 220,000 tested, 1.1% active | ATP luminescence;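 active = inhibition above the campaign mean plus 3 SD over all tested compounds, cut at about 24% in these data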;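 note: cytokine-independent growth of Ba/F3 cells driven by EpoR plus mutant JAK2; 0% = DMSO-treated cells and 100% = JAK inhibitor I control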
TNF death inh – blocks TNF-alpha induced death of Jurkat FADD-/- cells; Jurkat FADD-/- TNF necroptosis rescue, ATP luminescence, 24 h; 0 = TNF only, 100 = no-TNF cells; activation (protection from cell death), % at 10 µM; 220,000 tested, 0.068% active; AID 463075;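 active = activation, meaning protection from cell death, of at least 50% relative to plate controls; inactive = activation below 50%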;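 note: necroptosis triggered by 40 ng/mL TNF-alpha added together with compound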
TRPML3 ag – agonists of human TRPML3 channel. 220,000 tested, 0.29% active. activation, % at 3 µM. HEK293 TRPML3-YFP, Fluo-8 calcium fluorescence; 100% = the carbachol control signal. Q8TDD5;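 active = activation above its plate's cutoff, the mean activation of the plate's test wells plus 3 SD, cut at about 12% in these data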;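 note: 0% = DMSO only wells and 100% = carbachol wells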
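system = HEK293 cells stably carrying human TRPML3-YFP | doses = one concentration, 3 µM nominal, 0.3% DMSO | timing = dye loading 1 h 37 °C then 30 min ambient, 125 s read | detection = Fluo-8 calcium dye fluorescence, ex 470-495, em 515-575 nm | benchmarks = high control carbachol 87 µM, low control DMSO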
Wee1 stabilizer – blocks degradation of human Wee1 kinase; HeLa Luc-Wee1K328M stability, luciferase luminescence; 100% = proteasome inhibitor MG132 effect; reporter increase, % at 5 µM; 220,000 tested, 1.2% active; P30291;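 active = activation above the mean of all tested compounds plus 3 SD, set per screening run, cut at about 8.8% in these data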;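 note: cells exposed to compound for 20 h before luminescence read; 0% = DMSO alone and 100% = MG132 at 30 µM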
Target sequence (P30291 whole entry K328M): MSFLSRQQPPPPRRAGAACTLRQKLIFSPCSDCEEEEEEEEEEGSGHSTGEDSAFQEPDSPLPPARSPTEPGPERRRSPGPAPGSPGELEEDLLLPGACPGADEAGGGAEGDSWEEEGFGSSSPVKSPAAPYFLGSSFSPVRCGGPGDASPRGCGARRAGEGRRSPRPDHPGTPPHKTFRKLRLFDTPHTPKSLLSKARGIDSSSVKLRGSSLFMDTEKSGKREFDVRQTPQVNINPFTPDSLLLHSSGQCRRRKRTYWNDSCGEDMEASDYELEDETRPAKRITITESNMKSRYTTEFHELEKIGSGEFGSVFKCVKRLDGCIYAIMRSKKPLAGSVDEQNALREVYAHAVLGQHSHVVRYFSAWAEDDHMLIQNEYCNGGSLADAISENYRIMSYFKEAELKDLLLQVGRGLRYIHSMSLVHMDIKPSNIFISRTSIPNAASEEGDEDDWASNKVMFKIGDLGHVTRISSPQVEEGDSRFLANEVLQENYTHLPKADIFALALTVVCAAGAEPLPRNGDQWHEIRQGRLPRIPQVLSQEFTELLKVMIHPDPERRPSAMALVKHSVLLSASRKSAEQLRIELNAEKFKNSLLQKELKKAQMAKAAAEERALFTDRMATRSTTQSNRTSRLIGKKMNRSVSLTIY
RBBP9 inhibitor – blocks human serine hydrolase RBBP9 | O75884 | recombinant RBBP9, FP-Rh probe fluorescence polarization | inhibition, % at 7.94 µM | 220,000 tested, 0.2% active | AID 1515;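 active = inhibition above the campaign mean of all tested compounds plus 3 SD, cut at about 14% in these data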;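 note: plate controls were DMSO wells with RBBP9 for no effect and wells lacking RBBP9 protein for full effect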
Target sequence (O75884 whole entry, looked up): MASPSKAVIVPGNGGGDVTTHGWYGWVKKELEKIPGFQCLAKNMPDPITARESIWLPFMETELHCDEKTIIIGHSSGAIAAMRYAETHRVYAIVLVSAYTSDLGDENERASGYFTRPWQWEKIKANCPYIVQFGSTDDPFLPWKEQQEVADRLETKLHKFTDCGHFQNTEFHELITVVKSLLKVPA
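Test system – recombinant human RBBP9 · Input – RBBP9 2.5 µM in dispensing solution, pre-mixing · Medium – Tris buffer pH 8.0, NaCl, Pluronic · Schedule – preincubation 30 min plus labeling 45 min at 25 °C · Measured by – fluorescence polarization · Measure – % inhibition · Controls – DMSO and no-protein wells · Replicates – one well per compound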
PPC-1+TRAIL kill – PPC-1 cancer cell killing with TRAIL present | PPC-1 cells + TRAIL, ATPLite viability luminescence | cell killing (% activity), % at 4 µM | 220,000 tested, 0.41% active | AID 1443;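 active = cell killing above 50% in the first pass at 4 µM, then a duplicate retest at 5 µM averaging 50% or more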;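 note: plate controls were cells with TRAIL plus DMSO for no effect and medium-only wells lacking cells for full effect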
TRPN1 ag – agonists of zebrafish TRPN1 channel | HEK293 zebrafish TRPN1-YFP, Fluo-8 calcium fluorescence; 100% = response to 87 µM carbachol | activation, % at 3 µM | 220,000 tested, 0.18% active | AID 1424;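 active = activation above its plate's cutoff, the mean activation of test wells on that plate plus 3 SD, cut at about 19% in these data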;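 note: 0% = DMSO alone and 100% = 87 µM carbachol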
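Assay system: Zebrafish TRPN1-YFP in HEK293 cells | Incubation: Dye loading 1 h at 37 °C, then 30 min room temperature | Measured by: Kinetic Fluo-8 fluorescence, ex 470-495, em 515-575 nm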
CHOP inh – CHOP inhibition in unfolded protein response | inhibition, % at 10 µM | CHO-K1 CHOP-promoter luciferase, tunicamycin-induced, 15-18 h | AID 2732 | 220,000 tested, 3.8% active;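 active = compounds that reduced the stress-induced luciferase reporter signal by more than about 70% of percent inhibition, limit read from the data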;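 note: 0% = tunicamycin plus vehicle and 100% = wells without tunicamycin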
BaF3 tox – parental Ba/F3 viability inhibition as JAK2V617F counter-screen | inhibition, % at 5.6 µM | 220,000 tested, 1.1% active | CellTiter-Glo ATP luminescence | AID 1486;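 active = inhibition above a per-campaign cutoff, the mean inhibition of all tested compounds plus 3 SD, cut at about 27% in these data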;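 note: 0% = DMSO wells and 100% = JAK Inhibitor I control wells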
The depositor's hits bear a star; & = joins results of further samples; [ ] = another dose, or the depositor's remark.

SMILES	Ba/F3 V617F tox	TNF death inh	TRPML3 ag	Wee1 stabilizer	RBBP9 inhibitor	PPC-1+TRAIL kill	TRPN1 ag	CHOP inh	BaF3 tox
Clc1cccc(-c2nnc(SCc3nc4ccccc4[nH]3)n2Cc2ccco2)c1	2	5.1	-0.7	-2	-4	-2	0.4	35	3
COC(C)(C)[C@]12CC(O)(C(C)C)ON1[C@H]1CCCCC1N2O (some centres undefined)	1	-3.6	-0.7	1	-6	36	0.7	32	9
CC1(C)C2CC=C(/C=N/NC(=O)c3ccc(Cl)cc3)C1C2 (centres undefined)	-1	0.6	0.8	0	1	36	0.1	2	3
COc1ccc(-n2cccc2/C=C2\C(=N)N3N=C(C(C)C)SC3=NC2=O)cc1	-1	-1.5	0.1	-1	-9	10	-0.9	28	3
CCCC1O[C@@H]2C[C@H]3[C@@H]4CCC5=CC(=O)C=C[C@]5(C)[C@H]4[C@@H](O)C[C@]3(C)[C@]2(C(=O)CO)O1 (some centres undefined)	15	-2.8	1.5	5	-9	27	2.2	30&-3	2
CCOC(=O)N1CCN(C(=O)c2ccc(Cn3c(=S)[nH]c4cc(OCC)c(OCC)cc4c3=O)cc2)CC1	2	-6.3	0.1	-2	-4	19	-0.2	28	7
COc1cccc(C2CC(c3cccs3)=NN2C(=O)CSc2nc3ccccc3s2)c1OC (centres undefined)	2	-3.5	0.0	1	-8	20	0.8	7	7
COc1ccccc1NC(=O)C1=C(C)Nc2nnnn2C1c1ccncc1 (centres undefined)	0	-1.9	-0.9	0	-9	23	-0.7	-14	2
COc1ccc(C(=O)n2nc(C)cc2Nc2ccccc2)cc1	-5	3.5	-0.6	2	8	9	-0.9	41	1
COc1ccc(N2C(=O)C3C(C2=O)C3(c2ccccc2)c2ccccc2)cc1 (centres undefined)	4	-5.8	-1.6	4	-6	-5	-3.2	11	0
Cc1nnc(SCC(=O)NCc2ccccc2)s1	-3	-0.9	0.0	0	-7	5	0.4	10	0
COc1ccc(CC(=O)OCc2nnc(-c3ccccc3)o2)cc1	8	-0.5	-0.1	3	-4	-2	-0.9	-6	7
O=C(CSc1nc2ccccc2[nH]1)NCCN1CCCCC1	-1	-2.4	0.6	1	-9	21	1.7	21	7
COc1ccc(NC(=O)c2ccc(CNc3c(NC4CCCCC4)c(=O)c3=O)cc2)c(OC)c1	4	-1.0	0.8	-1	-4	10	1.8	-22	11
COc1ccc(Oc2cnc3ccccc3n2)cc1	-2	1.6	-0.2	-2	2	14	-0.3	18	0
COc1cc(CNc2ccc(O)cc2)cc(Br)c1OCc1ccccc1	0	-11	-1.5	-2	-1	26	-3.0	45	8
O=C(Nc1ccccc1C(=O)Nc1ccc2c(c1)OCO2)c1ccco1	3	-1.6	0.2	0	-11	16	-1.8	47	4
CC(C)NC(=O)COC(=O)c1ccccc1C(=O)c1ccccc1	-4	4.8	-0.5	-4	-3	-4	-2.1	-14	1
O=C(COc1ccccc1[N+](=O)[O-])N/N=C/c1ccc[nH]1	2	-0.4	0.6	1	2	16	2.5	-6	-5
Cc1cccc(S(=O)(=O)c2c(N)n(/N=C/c3cccnc3)c3nc4ccccc4nc23)c1	-5	-0.5	0.5	-1	1	-10	-0.2	31	0
COc1ccc(CNC(=O)C/C(C)=N/NC(=O)Cc2ccc(OC)c(OC)c2)cc1	4	1.5	-0.1	0	-2	27	0.9	1	8
O=C(CCNS(=O)(=O)c1ccccc1C(F)(F)F)NCc1ccc2c(c1)OCO2	0	0.7	-0.1	2	-8	-14	0.1	5	2
COc1cc(/C=C/C(=O)O)cc(S(=O)(=O)Nc2ccccc2Cl)c1OC	-3	1.1	0.7	-2	-4	-1	0.3	-4	3
CC(=O)NC(Cc1cccc(F)c1)C(=O)NC1CCN(C(=O)c2ccc(C)cc2)CC1 (centres undefined)	2	-0.5	0.4	0	-11	12	-0.8	6	4
CCOC(=O)N1CCC(NC(=O)C(NS(=O)(=O)c2cccc3nsnc23)c2ccccc2)CC1 (centres undefined)	-1	0.1	0.1	-1	-2	7	0.2	-4	6
O=C(c1cccc(S(=O)(=O)NCc2ccccc2)c1)N1CCCC1	2	-0.8	0.1	-1	0	-6	0.3	8	2
O=C(CCc1ccccc1)Nc1cc(Cl)ccc1O	23	-3.1	-0.2	2	-5	12	0.1	51	29*
COc1ccc2oc(C(=O)OCC(=O)c3ccc4c(c3)OCCO4)c(C)c2c1	2	-0.4	1.1	0	-5	34	-0.5	3	2
Cc1nn2c([nH]c(=O)c3ccccc32)c1C=O	-1	-0.8	0.2	2	-4	2	0.0	20	3
O=C(NCCc1ccccn1)c1cc(-c2cccc3ccccc23)nc2ccccc12	-1	0.4	0.0	-3	-6	19	1.2	25	8
Nc1ccc2c(c1)N=[N+]([O-])c1cc(N)ccc1C2	-5	3.3	0.7	-1	1	-2	1.7	3	-2
O=C(Oc1ccc2c(c1)OCC2=O)c1ccc(Cl)cc1	5	-5.8	0.6	-1	-3	-2	-0.2	11	-3
c1coc(-c2nc3c4c5c(sc4ncn3n2)CCCC5)c1	1	-0.4	0.6	1	-1	20	0.1	79*	3
CC(NC(=O)Cc1cccc(C(F)(F)F)c1)c1ccc(F)cc1 (centres undefined)	-5	1.7	-0.4	-3	3	16	-0.3	4	-1
CC(C)(C)c1ccc(C(=O)Nc2ccc(C=C(C#N)C#N)cc2)cc1	3	-3.3	-0.3	2	-10	50*	3.6	-14	9
COc1cc2c(cc1NC(=O)c1ccncc1)oc1ccccc12	0	-1.0	0.5	3	-7	-16	-0.5	1	6
CCOP(=O)(OCC)c1nc(-c2cccc([N+](=O)[O-])c2)oc1N1CCCCC1	2	-0.7	0.1	2	-3	23	0.1	8	9
O[C@@H]1COC(Nc2ccc(N=Nc3ccccc3)cc2)C[C@@H]1O (some centres undefined)	1	-3.0	0.9	0	-2	4	0.6	10	0
CCn1ccc(C(=O)NC2=NCCS2)n1	-2	-0.4	1.0	-3	-5	26	1.9	-5	4
C=CCn1c(CNC(=O)c2cccs2)n[nH]c1=S	0	1.5	0.5	0	-4	21	1.7	33	4
CN(C)c1ccc(/C=N/N2C(=S)SC(C)(C)C2N(O)C(=O)Nc2ccc([N+](=O)[O-])cc2)cc1 (centres undefined)	0	2.0	0.2	4	-15	0	-0.2	56	3
Brc1[nH]nc2ccccc12	-5	0.4	-0.1	-3	0	11	0.7	26	0
CCOC(=O)C1=NN(c2ccc([N+](=O)[O-])cc2)CC1C(=O)OC (centres undefined)	0	1.5	-0.2	-3	-6	11	0.0	-6	5
CCOC(=O)Cn1c2ccc(C)cc2c2nc(C)sc21	1	0.4	-0.3	6	1	-1	-1.5	5	4
CC1(C)c2ccccc2N2CC(=O)N(CC(N)=O)C21C (centres undefined)	-2	-3.2	1.7	-2	-66	14	2.7	-10	0
CN1CCN(c2ccc(-c3ccc4ccccc4n3)cc2)CC1	14	2.4	1.6	-6	-2	82*[5 µM]	2.1	102*	11
COc1ccc(/C=N/NC2=NCCCCC2)c(OC)c1	2	1.7	1.0	4	-4	12	0.1	-8	6
O=C(O)/C=C/c1cn(Cc2ccccc2)nc1-c1cccs1	3	1.0	1.0	-1	-4	40	0.2	-2	2
CC1=Nc2ccccc2N=C(NC(=O)c2ccccc2)C1c1ccccc1 (centres undefined)	-1	2.3	3.4	0	0	-9	-1.8	27	4
Cc1c(C(=O)c2cccc([N+](=O)[O-])c2)c2ccccn2c1CCC#N	-1	1.9	0.5	0	-2	34	0.2	15	3
COc1ccc([N+](=O)[O-])cc1N(CC(O)CN1CCCC1)S(=O)(=O)c1ccc(C)cc1 (centres undefined)	4	-0.6	0.3	-1	-7	7	-1.6	3	6
O=C(Nc1ccc(-c2noc(-c3cccs3)n2)cc1)c1cccnc1	-4	-7.0	0.4	2	-4	-5	0.6	36	2
C=CCC(C)(NCc1ccccc1)c1ccccc1 (centres undefined)	4	-2.4	0.4	0	1	19	-0.6	65	3
O=C1CC(c2ccco2)CC(O)=C1C=NCC1CCNCC1 (centres undefined)	3	1.2	0.7	1	-4	5	0.0	22	2
NC(=O)Nc1ccccc1C(=O)NCCc1ccccc1	1	0.7	1.3	1	-5	9	1.2	-15	3
COc1ccc(N2CC(NC(=O)NCC(C)C)CC2=O)cc1 (centres undefined)	-1	1.1	0.6	-1	-6	15	0.1	-6	3
CN(C)CCn1nnc2c(=O)oc3ccccc3c21	-2	0.5	0.2	-3	3	20	1.7	-11	-1
N#Cc1c(-c2cccc(F)c2)cc(-c2ccccc2)nc1Br	3	-1.2	0.6	-1	-4	11	0.2	7	2
CCCCNC(=O)OC1CCS(=O)(=O)C1 (centres undefined)	-5	-1.9	0.6	-2	-7	3	0.0	-5	0
O=c1[nH][nH]c2cc(=O)n(-c3cccc(C(F)(F)F)c3)nc12	-1	-0.8	0.3	4	-6	-3	0.5	12	2

Some of the entries so far, bar-delimited.
Compound | Ba/F3 V617F tox | TNF death inh | TRPML3 ag | Wee1 stabilizer | RBBP9 inhibitor | PPC-1+TRAIL kill | TRPN1 ag | CHOP inh | BaF3 tox
O=C(O)/C=C/c1cn(Cc2ccccc2)nc1-c1cccs1 | 3 | 1.0 | 1.0 | -1 | -4 | 40 | 0.2 | -2 | 2
CC1=Nc2ccccc2N=C(NC(=O)c2ccccc2)C1c1ccccc1 (centres undefined) | -1 | 2.3 | 3.4 | 0 | 0 | -9 | -1.8 | 27 | 4
Cc1c(C(=O)c2cccc([N+](=O)[O-])c2)c2ccccn2c1CCC#N | -1 | 1.9 | 0.5 | 0 | -2 | 34 | 0.2 | 15 | 3
COc1ccc([N+](=O)[O-])cc1N(CC(O)CN1CCCC1)S(=O)(=O)c1ccc(C)cc1 (centres undefined) | 4 | -0.6 | 0.3 | -1 | -7 | 7 | -1.6 | 3 | 6

The results go on:
SMILES	Ba/F3 V617F tox	TNF death inh	TRPML3 ag	Wee1 stabilizer	RBBP9 inhibitor	PPC-1+TRAIL kill	TRPN1 ag	CHOP inh	BaF3 tox
Cn1c(=O)cc(SCC(=O)NCCC2=CCCCC2)c2cc(Cl)ccc21	-2	0.0	-0.2	-2	2	7	-1.0	93*	-3
COc1ccc(Cl)cc1NC(=S)NCCC(c1ccccc1)c1ccccc1	-5	-11	0.4	0	-7	-9	-1.3	15	-1
Cn1nc(-c2ccccc2)c(-c2nc(-c3cccc(Cl)c3)no2)c1Cl	1	0.2	0.4	1	-10	7	-0.5	3	5
CCOC(=O)c1sc(NC(=O)c2ccc(S(=O)(=O)N(C)C)cc2)nc1C	-3	-0.9	0.1	7	4	34	1.1	18	0
CCOc1ccccc1-n1c(SCC(N)=O)nnc1-c1cccnc1	-2	-0.4	1.4	-2	-4	8	2.6	-20	6
